Screening data (PubChem BioAssay)
hK5 inh = blocks human kallikrein 5 protease activity. Q9Y337. recombinant hK5, fluorogenic AMC substrate cleavage. inhibition, % at 5 µM. 210,000 compounds, 0.59% hits. AID 873;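 active = inhibition of 40% or more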;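 also: 0% = enzyme controls without compound and 100% = no-enzyme blanks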
Target sequence (Q9Y337 67-293 limits assumed): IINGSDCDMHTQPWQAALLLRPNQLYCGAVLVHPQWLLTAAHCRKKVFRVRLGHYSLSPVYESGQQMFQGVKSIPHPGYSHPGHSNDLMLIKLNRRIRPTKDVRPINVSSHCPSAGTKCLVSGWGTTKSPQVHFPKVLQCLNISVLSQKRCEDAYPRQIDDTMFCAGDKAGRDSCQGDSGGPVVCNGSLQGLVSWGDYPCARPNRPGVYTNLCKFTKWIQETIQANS
FXIIa inh = factor XIIa (human) inhibition | 220,000 compounds, 0.3% hits | inhibition, % at 5 µM | P00748 | purified FXIIa, Boc-QGR-AMC fluorogenic substrate, 2 h | AID 800; in the data active = inhibition above about 40%;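 also: 0% = enzyme with no compound and 100% = blank without enzyme; many of its hits are not listed in these tables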
Target sequence (P00748 20-372 limits assumed): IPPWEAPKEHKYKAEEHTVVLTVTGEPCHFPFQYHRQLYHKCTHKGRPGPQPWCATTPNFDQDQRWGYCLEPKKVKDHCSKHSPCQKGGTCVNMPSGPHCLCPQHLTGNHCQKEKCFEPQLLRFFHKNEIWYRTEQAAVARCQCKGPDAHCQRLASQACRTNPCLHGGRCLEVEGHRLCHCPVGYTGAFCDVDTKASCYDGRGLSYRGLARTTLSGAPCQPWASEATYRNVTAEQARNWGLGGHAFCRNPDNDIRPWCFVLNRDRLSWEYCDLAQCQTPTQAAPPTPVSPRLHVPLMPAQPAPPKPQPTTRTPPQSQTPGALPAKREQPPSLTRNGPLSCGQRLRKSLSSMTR
Target sequence (P00748 373-615 limits assumed): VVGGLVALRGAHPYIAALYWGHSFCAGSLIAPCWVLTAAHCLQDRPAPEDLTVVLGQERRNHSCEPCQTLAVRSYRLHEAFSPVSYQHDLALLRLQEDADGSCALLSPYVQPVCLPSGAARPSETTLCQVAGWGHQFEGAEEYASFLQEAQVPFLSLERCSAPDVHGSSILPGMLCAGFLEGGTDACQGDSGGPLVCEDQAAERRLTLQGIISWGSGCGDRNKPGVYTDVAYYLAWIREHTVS
thrombin 1536 = thrombin (human) inhibition | P00734 | alpha-thrombin, Boc-VPR-AMC fluorogenic substrate cleavage | inhibition, % at 5 µM | 220,000 compounds, 0.26% hits | AID 1046;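 active = inhibition at or above 40%; inactive = inhibition below 40%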;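 also: 0% = enzyme with no compound and 100% = wells without enzyme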
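signal = AMC fluorescence, 355/460 nm | material = human alpha-thrombin enzyme | control set = enzyme without compound as high, wells lacking enzyme as low | times = reaction at room temperature | read-out basis = percent inhibition scaled between no-compound controls and no-enzyme blanks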
Furin inhibitor = blocks human furin protease activity. P09958. purified furin, fluorogenic substrate cleavage. inhibition, % at 30 µM. 220,000 compounds, 0.061% hits. AID 463115; in the data active = inhibition above about 25%; also: inactives centre near -15
KCC2 mod = modulators of human KCC2 chloride dependent transport; Q9H2X9; KCC2 cells, thallium flux FluoZin-2 fluorescence; B-score of Tl+ flux slope (higher = more flux/activation; lower = inhibition) at 10 µM; 190,000 compounds, 2.2% hits; AID 1456;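 active = thallium flux slope and its plate-corrected score both differing from the plate sample mean at a set confidence after two filtering rounds, in either direction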;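 also: slope of fluorescence scaled to starting intensity during 10 to 20 s after thallium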
Wee1 degr inh = human Wee1 degradation inhibition, primary screen | 220,000 compounds, 1.2% hits | HeLa Luc-Wee1K328M stability, luciferase luminescence; 100% = proteasome inhibitor MG132 effect | reporter increase, % at 5 µM | AID 1321 | P30291;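 active = activation above the mean of all tested compounds plus 3 SD, set per screening run, cut at about 8.8% in these data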;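 also: cells exposed to compound for 20 h before luminescence read; 0% = DMSO alone and 100% = MG132 at 30 µM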
FXIa inh 1536 = blocks human coagulation factor XIa protease activity | P03951 | purified FXIa, Boc-Glu-Ala-Arg-AMC fluorogenic substrate | 220,000 compounds, 0.14% hits | inhibition, % at 5 µM;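 active = inhibition of at least 40%; inactive = inhibition below 40%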;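 also: fluorescence of freed AMC excited at 355 nm; 0% = enzyme without compound and 100% = no enzyme blank; many of its hits are not listed in these tables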
p97 inhibitor = blocks human p97 ATPase activity | P55072 | recombinant p97 ATPase, Kinase-Glo ATP luminescence, 3 h | inhibition, % at 8 µM | 220,000 compounds, 0.42% hits; in the data active = inhibition above about 15%;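 also: 0% = DMSO vehicle and 100% = wells lacking enzyme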
PERK inh = human PERK inhibition, primary cell-based screen; Q9NZJ5; CHO PERK-DD fusion, SEAP luminescence translation reporter; 220,000 compounds, 0.17% hits; inhibition, % at 5.6 µM;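 active = inhibition above the mean inhibition of all tested compounds plus 3 SD, set separately per screening campaign, cut at about 2.9% in these data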;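 also: PERK kinase domain activated by AP20187 dimerizer at 100 nM; 0% = DMSO with dimerizer and 100% = rapamycin at 8.4 µM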
* hit, by the source's call; i = inactive; . = no result given; [ ] = dose if it differs, or a comment.

SMILES	hK5 inh	FXIIa inh	thrombin 1536	Furin inhibitor	KCC2 mod	Wee1 degr inh	FXIa inh 1536	p97 inhibitor	PERK inh
CCOC(=O)C1(C)NC(c2ccco2)C2C(=O)N(c3ccccc3)C(=O)C21 (centres undefined)	-3	-2	-3	-22	-0.019	-2	1	6	0.5
CCOC(=O)c1c(NC(=S)NC)sc2c1CC(C)(C)SC2	-13	5	4	-20	37*	3	6	4	1.2
CN1/C(=C\C(=O)c2cccs2)C(C)(C)c2ccccc21	-10	11	1	-2	-2	2	4	-2	0.0
N#CC(=C1CCCC1)c1nc(-c2ccccc2)cs1	5	14	1	-14[20 µM]	-0.012	0	4	2	-0.1
c1ccc(Nc2cc(Nc3ccccc3)[nH]n2)cc1	-59	24	0	-26	0.24	0	23	0	0.2
COc1ccc(OC)c(CNc2ccc(F)c(Cl)c2)c1	-2	5	0	1[20 µM]	0.69	-3	-1	1	-1.1
O=C(NCCCN1CCOCC1)C(=O)N/N=C/c1cccc2ccccc12	-1	5	-8	-4	-0.54	-2	-2	-2	-0.2
CCCCC(=O)Nc1ccc(F)c(Cl)c1	-10	11	0	-12[20 µM]	.	-1	-5	3	0.8
Cc1nn(-c2cc(C)c3ccccc3n2)c2c1CCC2	5	-9	0	-22[20 µM]	-0.72	0	0	2	1.5
COc1ccccc1NC(=O)CC1C(=O)Nc2c1c(=O)n(C)c(=O)n2C (centres undefined)	-9	15	2	-12	0.44	0	-1	1	0.3
COC(=O)c1ccc(COc2ccc(/C=C(\C#N)c3nc4ccccc4[nH]3)cc2OC)o1	5	15	1	-9	0	-2	-6	4	-0.3
O=C(CCl)Nc1cccc(Oc2ccccc2)c1	-3	10	-8	-23	-0.68	-2	0	4	0.3
COCCCN(C(=S)Nc1ccc(C)cc1Cl)C(C)c1ccncc1 (centres undefined)	0	14	-1	-33	0.97	3	1	6	0.7
COc1ccc(-c2ncc(CN3CCN(CCC(C)C)C(CCO)C3)cn2)cc1 (centres undefined)	24	13	2	-25	.	2	2	2	-0.1
CCS(=O)(=O)/N=C(\N)c1ccccc1	-7	-29	-9	-17	.	0	1	-7	0.6
O=c1[nH]c(CSc2nc3ccccc3o2)nc2c1cnn2-c1ccccc1	-12	1	-6	-6	0.36	-1	-18	-7	-0.7
Cc1cc(-c2nnc(-c3cccc(Cl)c3)o2)no1	9	8	0	-33	-0.04	18*	8	0	1.1
COC(=O)c1ccccc1NC(=O)Nc1cnccn1	-14	22	2	-3[20 µM]	0.91	-2	1	1	0.7
Cn1c(=O)[nH]c(=O)c2c1nc(CN1CCN(c3cccc(Cl)c3)CC1)n2CCN1CCOCC1	-12	1	-9	-2	1	3	-7	2	0.2
CCOC(=O)c1c(C)[nH]c(C(=O)CSc2nnc(-c3ccncc3)n2CC)c1C	-30	7	0	-4[20 µM]	0.34	2	7	-1	-0.4
COc1ccc(COC(=O)N/N=C(\C)CC(=O)Nc2ccc(Cl)cn2)cc1	0	2	-9	-20	-0.0096	-4	1	7	0.9
COc1ccc(C(=O)N2CCC(C(=O)Nc3cccc(C)c3)CC2)cc1OC	4	2	3	-17	0.19	1	-2	-6	-0.5
COc1cccc(N(CC(=O)O)S(=O)(=O)c2ccccc2)c1	-8	3	-3	-12[20 µM]	-0.77	-1	3	-3	1.1
CCNc1nc(NCC)nc(N(C)N)n1	-24	9	0	-21[20 µM]	.	3	1	3	0.7
CC1=NN(C(C)C)C(=O)C1	0	-16	-14	-18[20 µM]	-0.23	-1	-5	-5	0.1
CS(=O)(=O)c1ccc2nc(NC(=O)c3ccc(NS(=O)(=O)c4ccc(F)c(F)c4)cc3)sc2c1	-5	-2	-6	-18	.	-1	-4	7	1.6
CC1(C)CC(=O)C2=C(C1)OC(N)=C(C#N)C2C1C=CCCC1 (centres undefined)	4	-12	14	-18[20 µM]	-0.26	0	-11	1	-0.4
Nc1cc(N)nc(SCc2cc([N+](=O)[O-])cc3c2OCOC3)n1	6	6	2	-17	-0.87	-1	12	0	1.2
COc1ccc(NC(=O)c2cc3c(s2)CCC3)cc1S(=O)(=O)N1CCOCC1	-29	8	2	-8[20 µM]	-0.53	-2	6	-1	-1.0
CC/C(=N/Nc1cccc(Cl)c1)c1cnnc(SC)n1	-55	7	-2	-7	0.42	0	-1	1	-0.2
c1csc(COc2ccccc2CNC2CCCCC2)c1	-4	2	-7	-14	0.7	2	-8	-3	-0.7
O=C(CSc1nc2ccccc2c(=O)n1-c1ccc(F)cc1F)Nc1ccc2c(c1)CCC2	-23	3	-12	-6	-0.067	-1	0	4	-0.5
COc1ccccc1-n1c(SCC(=O)Nc2ccc3c(c2)OCO3)nc2c(c1=O)SCC2	-13	15	-7	-8[20 µM]	-0.0071	-1	0	6	-0.9
CSc1nc2cc(C)nn2c(-c2ccccc2)c1C#N	19	8	3	-13	0.064	0	-2	-8	-0.1
Oc1ccccc1C(=S)N1CCN(c2cccc(Cl)c2)CC1	.	7	-1	-32	0.11	2	2	4	1.2
O=C(Nc1cc(Cl)cc(Cl)c1)N1CCCN(Cc2ccccc2)CC1	0	16	-2	-7	.	1	4	0	-0.8
O=C1/C(=N\S(=O)(=O)c2cccs2)C([n+]2cccc(Cc3ccccc3)c2)=C([O-])c2ccccc21	1	11	1	-18	-0.58	-2	3	-1	-1.7
O=C(O)CN1C(c2ccccc2O)Nc2ccc(Br)cc2C1c1ccccc1 (centres undefined)	-24	5	-1	-3	0.4	-3	-5	-1	-0.2
O=C(NCc1c(Cl)cccc1Oc1ccccc1)c1ccccc1	-6	6	2	-17	-0.71	-1	-5	4	-0.5
Cc1ccc(/C(N)=N/OC(=O)N2c3ccccc3Sc3ccccc32)cc1	.	.	.	4[20 µM]	.	2	.	2	-0.2
Clc1ccc(-c2csc(N3CCC(c4ccccc4)C3)n2)cc1 (centres undefined)	16	8	-6	-16	0.16	1	-11	3	1.2
Cc1ccc(NC(=O)c2oc3ccccc3c2C)c([N+](=O)[O-])c1	-4	6	0	-37	0.63	2	-3	5	1.7
O=C1c2ccccc2C(Nc2ccc(F)c(Cl)c2)N1Cc1ccco1 (centres undefined)	-2	3	1	-17	-0.98	-2	5	2	0.2
COC(=O)C1CCN(C(=O)C2CCCCC2)CC1	2	-1	-3	-4[20 µM]	-0.55	-1	-7	2	1.1
Cc1ccc(N=C2NC(=O)/C(=C/c3cccn3C)S2)c(C)c1	-2	1	-6	-15	-0.008	0	-3	-1	-1.7
COc1ccc(S(=O)(=O)N(C)CC(=O)NCCC2=CCCCC2)cc1	-2	14	2	-11	-1.4	2	3	-4	-0.2
O=C(CCl)Nc1ccc(-c2ccccc2)cc1	-18	-3	2	-24	0.43	-3	-5	3	0.1
CN(C)c1cccc(C(=O)NC2CCCCCC2)c1	-2	11	1	-21[20 µM]	-1.1	3	1	4	0.2
CCC(C)NC(=O)C(=O)NCC1CCCN1CC (centres undefined)	29	35	17	4	i	0	35	-3	0.7
Cc1ccc2c(c1)c1nnc(SCC(=O)Nc3cccc(Cl)c3C)nc1n2CC(=O)O	-3	1	.	-11	-2.6	7	2	6	0.2
COc1ccccc1C(=O)N/C(N)=N/c1nc2ccccc2o1	-27	4	-1	-14[20 µM]	-0.86	3	1	3	0.9
COC(=O)C1=C(C)NC(=O)C1(Nc1ccc(Cl)cn1)C(F)(F)F (centres undefined)	-3	-5	-9	-19[20 µM]	-0.35	0	1	2	0.7
Cc1ccc(S(=O)(=O)Nc2c(C)nn(C)c2C)cc1	-17	9	0	-23[20 µM]	-0.024	1	3	0	0.5
CC(=O)Oc1cc(OC(C)=O)c2c(C)cc(=O)oc2c1	-249	5	-8	-68	-0.19	4	-8	2	1.3
CCOCCn1cnc2sc(C(=O)NCC(=O)OCC)c(C)c2c1=O	-29	7	-4	-9	0.044	-1	5	5	1.5
CC(C)OC(=O)CSc1nnc(-c2cnccn2)n1Cc1ccco1	6	-6	1	-15[20 µM]	-0.2	-3	-2	3	-0.2
CCOC(=O)Cn1nc(-c2ccccc2)nc1-c1ccccc1	-15	15	0	-28	-0.27	-2	4	5	-0.5
CCOc1ccc(S(=O)(=O)Nc2nc3ccccc3nc2Nc2ccc(N3CCOCC3)cc2)cc1	-7	8	-4	-7	-0.48	1	6	0	0.0
O=C(/C=C\c1ccc2c(c1)OCO2)Nc1nnc(SCC(=O)OCc2ccccc2)s1	-18	1	-5	-24	0.48	-1	0	5	0.4
COCCn1c(C)cc(C(=O)COC(=O)c2ccc(Br)o2)c1C	-5	2	-2	-5	-0.055	3	-5	4	-0.1

Two of these compounds in a different format:
canonical_smiles | hK5 inh | FXIIa inh | thrombin 1536 | Furin inhibitor | KCC2 mod | Wee1 degr inh | FXIa inh 1536 | p97 inhibitor | PERK inh
O=C(CCl)Nc1ccc(-c2ccccc2)cc1 | -18 | -3 | 2 | -24 | 0.43 | -3 | -5 | 3 | 0.1
CN(C)c1cccc(C(=O)NC2CCCCCC2)c1 | -2 | 11 | 1 | -21[20 µM] | -1.1 | 3 | 1 | 4 | 0.2

Back to the main list; the 4 compounds before the break are reprinted first.
SMILES	hK5 inh	FXIIa inh	thrombin 1536	Furin inhibitor	KCC2 mod	Wee1 degr inh	FXIa inh 1536	p97 inhibitor	PERK inh
CCOC(=O)Cn1nc(-c2ccccc2)nc1-c1ccccc1	-15	15	0	-28	-0.27	-2	4	5	-0.5
CCOc1ccc(S(=O)(=O)Nc2nc3ccccc3nc2Nc2ccc(N3CCOCC3)cc2)cc1	-7	8	-4	-7	-0.48	1	6	0	0.0
O=C(/C=C\c1ccc2c(c1)OCO2)Nc1nnc(SCC(=O)OCc2ccccc2)s1	-18	1	-5	-24	0.48	-1	0	5	0.4
COCCn1c(C)cc(C(=O)COC(=O)c2ccc(Br)o2)c1C	-5	2	-2	-5	-0.055	3	-5	4	-0.1
Cc1ccc(S(=O)(=O)c2cccc(S(=O)(=O)N3CCOCC3)c2)cc1S(=O)(=O)N1CCOCC1	1	10	-3	-9[20 µM]	-0.0043	-1	-4	1	-0.8
[O-]/C(=C(\C(=S)NCc1ccc2c(c1)OCO2)[n+]1ccccc1)c1ccc(Cl)s1	4	11	-2	-12	1.7	1	3	-3	-0.2
O=C(O)[C@@H]1Cc2ccccc2N1	-2	5	2	-16	0.17	-2	2	10	0.9
O=C(NC1CCCC1)C1CCN(C(=O)NCc2ccccc2)CC1	-13	10	4	-39	1	1	2	4	0.4
COc1ccc(C(=O)Nc2ccccc2C(=O)NCc2ccco2)cc1OC	42*	7	22	-7	-1	-1	4	2	-0.4
NC(=O)/C(=N\OC(=O)c1ccco1)c1nc(-c2ccc(Br)cc2)cs1	-103	41*	78*	-10[20 µM]	3.7*	-1	5	-4	0.6
COc1ccc(C(=O)NCCCn2ccnc2)cc1[N+](=O)[O-]	5	12	2	-28	1.2	18*	1	8	1.2
Cc1nn(CC2CC2)c(=O)n1-c1ccc(Cl)cc1	-18	-7	0	-27	0.14	-1	-3	1	1.0
CCNS(=O)(=O)c1ccc(NC(=O)c2c(-c3ccccc3)noc2C)cc1	.	11	2	-24	0.61	-2	4	1	1.5
CC(C)C(OC(=O)c1cccs1)C(=O)NCc1ccco1 (centres undefined)	7	16	2	-3[20 µM]	-0.07	-2	3	2	0.0
Cc1[nH]c2ccc(S(N)(=O)=O)cc2c1C	5	13	2	-17	0.55	2	4	6	1.0
CC(C)OCCCNC(=O)C1CCN(S(=O)(=O)N2CCCC2)CC1	-1	4	-7	-35	0.69	2	3	1	0.3
COc1ccc(CCNC(=O)COC(=O)CCC(=O)c2ccc(F)cc2)cc1	-4	6	-16	-18	-0.63	11*	-6	-3	-0.2
COCCOC(=O)C1=C(C)NC(=O)NC1c1ccc(-c2ccc(F)cc2)o1 (centres undefined)	-2	6	-14	-3	.	-3	-3	-7	-0.6
